Screens: PubChem, The Scripps Research Institute Molecular Screening Center
TEAD-YAP block: TEAD-YAP interaction inhibition, primary screen, TEAD-YAP interaction inhibitor project, luminescence, HEK-TIYL cells; TEAD-Gal4/YAP UAS-luciferase luminescence; inhibition, % at 9.12 µM; 640,000 compounds, 1.4% hits; in the data active = inhibition above about 32%;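 also: 0% = median of test compound wells and 100% = reference inhibitor wells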
GPR151 activ: activators of human GPR151, primary screen, cell-based, PathHunter beta-arrestin, luminescence; 650,000 compounds, 1% hits; G-protein coupled receptor 151 (Homo sapiens), Q8TDV0; PathHunter beta-arrestin GPR151 cells; activation, % at 11.2 µM; in the data active = activation above about 4.9%;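 also: 0% = median of compound wells and 100% = cells with positive control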
Target sequence (Q8TDV0 whole entry, looked up): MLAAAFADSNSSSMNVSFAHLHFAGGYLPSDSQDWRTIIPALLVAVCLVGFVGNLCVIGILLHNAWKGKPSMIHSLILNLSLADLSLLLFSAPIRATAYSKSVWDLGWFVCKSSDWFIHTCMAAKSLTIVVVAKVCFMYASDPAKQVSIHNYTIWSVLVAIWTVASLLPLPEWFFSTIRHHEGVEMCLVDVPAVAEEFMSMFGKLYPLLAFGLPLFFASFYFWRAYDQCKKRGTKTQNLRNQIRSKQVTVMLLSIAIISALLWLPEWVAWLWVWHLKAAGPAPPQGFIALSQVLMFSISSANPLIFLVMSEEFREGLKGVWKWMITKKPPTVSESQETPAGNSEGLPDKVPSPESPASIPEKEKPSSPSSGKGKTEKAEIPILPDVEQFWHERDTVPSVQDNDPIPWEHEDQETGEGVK
MITF inh: MITF inhibitors, primary screen, biochemical, AlphaScreen, human. 650,000 compounds, 0.91% hits. inhibition, % at 2.6 µM. AlphaScreen MITF homodimerization, bead proximity signal; in the data active = inhibition above about 50%;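 also: 0% = vehicle wells with protein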
Target sequence (O75030 whole entry, looked up): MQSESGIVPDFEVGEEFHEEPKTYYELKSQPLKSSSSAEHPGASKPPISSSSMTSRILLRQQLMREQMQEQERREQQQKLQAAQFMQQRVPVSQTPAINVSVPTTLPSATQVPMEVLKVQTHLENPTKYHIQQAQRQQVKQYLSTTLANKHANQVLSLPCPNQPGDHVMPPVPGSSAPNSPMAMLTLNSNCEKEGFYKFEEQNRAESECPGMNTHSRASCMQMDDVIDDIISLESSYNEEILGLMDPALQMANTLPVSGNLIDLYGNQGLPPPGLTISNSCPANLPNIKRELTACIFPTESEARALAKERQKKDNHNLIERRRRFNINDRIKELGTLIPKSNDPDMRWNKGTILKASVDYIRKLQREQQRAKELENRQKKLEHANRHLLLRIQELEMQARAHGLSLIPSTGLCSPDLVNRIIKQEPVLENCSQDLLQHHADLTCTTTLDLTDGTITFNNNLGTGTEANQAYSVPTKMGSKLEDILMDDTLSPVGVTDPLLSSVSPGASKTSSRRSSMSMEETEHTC
FBW7 act: FBW7 E3 ligase activators, primary screen, biochemical, AlphaScreen, human | F-box/WD repeat-containing protein 7 (Homo sapiens), Q969H0 | AlphaScreen FBW7–phospho-cyclin E peptide binding, activator screen | normalized activity (activation), % at 26.1 µM | 650,000 compounds, 0.13% hits | AID 1259310, 2017; in the data active = normalized activity above about 1.9%;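 also: purified mutant Fbw7 with reduced substrate affinity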
Active calls of the source: *.

Start of the data: the first 7 compounds (preview)
Assay codes – A = TEAD-YAP block; B = GPR151 activ; C = MITF inh; D = FBW7 act
1: O=C(CSc1nc2ccccc2n1CC(=O)N1CCc2ccccc21)N1CCCC1
  A: 13; B: -0.8; C: 17; D: 0.0
2: Cc1cccc(OCC(=O)N(C(C)C)C(C)C)c1
  A: 4; B: 0.7; C: -17; D: 0.2
3: CCC(C)NC(=O)c1ccc(N2CC3CC(C2)c2cccc(=O)n2C3)c(NS(=O)(=O)CC23CCC(CC2=O)C3(C)C)c1 (stereo not given)
  A: 1; B: 1.6; C: 0; D: 0.1
4: c1cnc2nc(-c3ccsc3)c(NC3CCCCC3)n2c1
  A: 6; B: 4.7; C: 12; D: -0.1
5: Cc1ccn2c(N)c(-c3cccs3)nc2c1
  A: -15; B: 1.5; C: 8; D: 0.0
6: Cc1cc(S(=O)(=O)Nc2ccc(N3CCOCC3)cc2)ccc1Br
  A: -2; B: 0.2; C: 0; D: -0.1
7: Cc1ccc(N2C(=O)C3N=NN(CC(=O)Nc4cc(F)ccc4F)C3C2=O)cc1 (stereo not given)
  A: 5; B: -0.6; C: 10; D: 0.2

All compounds of this part, previewed entries included:
Assay codes – A = TEAD-YAP block; B = GPR151 activ; C = MITF inh; D = FBW7 act
1: O=C(CSc1nc2ccccc2n1CC(=O)N1CCc2ccccc21)N1CCCC1
  A: 13; B: -0.8; C: 17; D: 0.0
2: Cc1cccc(OCC(=O)N(C(C)C)C(C)C)c1
  A: 4; B: 0.7; C: -17; D: 0.2
3: CCC(C)NC(=O)c1ccc(N2CC3CC(C2)c2cccc(=O)n2C3)c(NS(=O)(=O)CC23CCC(CC2=O)C3(C)C)c1 (stereo not given)
  A: 1; B: 1.6; C: 0; D: 0.1
4: c1cnc2nc(-c3ccsc3)c(NC3CCCCC3)n2c1
  A: 6; B: 4.7; C: 12; D: -0.1
5: Cc1ccn2c(N)c(-c3cccs3)nc2c1
  A: -15; B: 1.5; C: 8; D: 0.0
6: Cc1cc(S(=O)(=O)Nc2ccc(N3CCOCC3)cc2)ccc1Br
  A: -2; B: 0.2; C: 0; D: -0.1
7: Cc1ccc(N2C(=O)C3N=NN(CC(=O)Nc4cc(F)ccc4F)C3C2=O)cc1 (stereo not given)
  A: 5; B: -0.6; C: 10; D: 0.2
8: O=C(CN1C(=O)/C(=C\c2ccccc2Cl)SC1=S)Nc1ccc([N+](=O)[O-])cc1O
  A: 6; B: -0.5; C: 8; D: 0.5
9: O=C(NC(=S)N1CCN(c2ccc([N+](=O)[O-])cc2)CC1)c1cccs1
  A: 5; B: -0.8; C: 11; D: 0.0
10: COc1ccc(/C=C(\C#N)c2ccc(F)cc2)cc1
  A: -54; B: -2.1; C: -10; D: 0.0
11: CCN1CCN(C(=O)c2sc3nc(C)nc(N4CCCCC4)c3c2C)CC1
  A: 9; B: -0.5; C: -3; D: 0.0
12: COc1cc(/C=c2\sc3nc4ccccc4n3c2=O)cc(Cl)c1OCCOc1ccc(C)cc1
  A: -6; B: 0.0; C: 4; D: -0.3
13: O=C(NC1CSC/C1=N/O)c1ccccc1 (stereo not given)
  A: -1; B: 1.4; C: -2; D: -0.1
14: Cn1cc(S(=O)(=O)CC(=O)Nc2ccc(Br)cc2)c2ccccc21
  A: 3; B: -0.2; C: 24; D: 0.1
15: Cc1cc(=O)[nH]c(NN=C2CCC(C(C)(C)C)CC2)n1 (stereo not given)
  A: 0; B: 0.1; C: 5; D: 0.1

Sorted by SMILES length (largest number first): some entries from above
Assay codes – A = TEAD-YAP block; B = GPR151 activ; C = MITF inh; D = FBW7 act
11: CCN1CCN(C(=O)c2sc3nc(C)nc(N4CCCCC4)c3c2C)CC1
  A: 9; B: -0.5; C: -3; D: 0.0
15: Cc1cc(=O)[nH]c(NN=C2CCC(C(C)(C)C)CC2)n1 (stereo not given)
  A: 0; B: 0.1; C: 5; D: 0.1
5: Cc1ccn2c(N)c(-c3cccs3)nc2c1
  A: -15; B: 1.5; C: 8; D: 0.0

Next section.
Assay codes – A = TEAD-YAP block; B = GPR151 activ; C = MITF inh; D = FBW7 act
16: c1nc2nc(NCc3ccc4c(c3)OCO4)nc(Nc3ccc(N4CCOCC4)cc3)c2[nH]1
  A: 7; B: -0.2; C: 0; D: -0.2
17: CC1CCC(N2CCN(Cc3ccccc3F)CC2)CC1 (stereo not given)
  A: 7; B: -1.3; C: 63*; D: -0.2
18: Cc1cccc(Cc2nnc(CCC(=O)N3CCCCC3c3nccs3)o2)c1 (stereo not given)
  A: 3; B: 0.2; C: 6; D: 0.1
19: Cc1ccc(C)c(OCC(=O)Nc2ccc(C(=O)OC(C)C)cc2)c1C
  A: 0; B: -1.2; C: 3; D: 0.2
20: Cc1cccc(Cn2c(N(C)C)nc3c2c(=O)n(C)c(=O)n3C)c1
  A: 1; B: 0.1; C: -7; D: -0.1
21: COc1ccc(OCCn2cc(C3C(C#N)=C(N)Oc4n[nH]c(C)c43)c3ccccc32)cc1 (stereo not given)
  A: 14; B: 0.5; C: 7; D: -0.4
22: CCOC(=O)C1CCCCN1C(=O)Cn1cc(NC(=O)c2ccccc2)cn1 (stereo not given)
  A: -7; B: 0.4; C: -1; D: -0.2
23: C[C@H]1C(=O)N(C)CCN1c1nc2nonc2nc1NC1CCCC1
  A: -3; B: -1.5; C: -3; D: 0.0
24: CC(=O)N(Cc1cccnc1)c1nc2cc(C)cc(C)c2s1
  A: -3; B: -0.6; C: -7; D: -0.2
25: COc1ccc(/C=c2\sc3nnc(-c4ccc(C)cc4)n3c2=O)cc1OC
  A: -3; B: 0.2; C: 15; D: 0.1
26: Fc1ccccc1CN1CCN(C2CCN(Cc3ccccc3)CC2)CC1
  A: -1; B: 2.5; C: 7; D: 0.0
27: Cc1ccc(-c2csc3ncn(CC(=O)N4CCN(c5ccccc5)CC4)c(=O)c23)cc1
  A: 0; B: 0.5; C: 0; D: -0.2
28: CC1=C(C(=O)N2CCOCC2)C(c2cccc(Cl)c2)C2=C(CCCC2=O)N1 (stereo not given)
  A: 1; B: 1.8; C: -3; D: 0.2
29: CCOC(=O)Cn1c(CN2CC(C)CC(C)C2)nc2c1c(=O)n(C)c(=O)n2C (stereo not given)
  A: 5; B: 0.4; C: -4; D: 0.0
30: COc1ccc(C(=O)NC2CCCc3ccccc32)cc1OC1CCN(C(C)=O)CC1 (stereo not given)
  A: -1; B: 2.2; C: -8; D: -0.1
31: COc1ccc(S(=O)(=O)CCC(=O)Nc2ccc(Br)c(C)c2)cc1
  A: 10; B: -1.3; C: 4; D: 0.2
32: c1ccc(-n2cnc3c(NC4CC4)nc(-c4ccc(N5CCOCC5)nc4)nc32)cc1
  A: 45*; B: -1.2; C: 11; D: 0.6
33: Cc1ccc2nc(NC(=O)CSC3=NC(=O)CC(=O)N3)sc2c1
  A: 5; B: -3.0; C: 19; D: -0.5
34: COc1ccc(S(=O)(=O)N2CCOC23CCN(S(=O)(=O)c2ccc(F)c(C)c2)CC3)cc1
  A: -3; B: -0.1; C: 3; D: -0.2
35: O=C(Nc1ccccc1)c1ccc(Cl)cc1Cl
  A: -12; B: -0.7; C: 4; D: -0.1
36: O=C(Oc1ccccc1OC(=O)N1CCCCC1)N1CCCCC1
  A: -7; B: 0.6; C: 4; D: -0.3
37: Cc1cc(NC(=O)c2ccc(Br)cc2)c(C)cc1O
  A: 24; B: 2.2; C: -9; D: -0.2
38: CCOc1nc(Nc2ccc(-c3nc4ccccc4o3)cc2)nc(N2CCOCC2)n1
  A: 3; B: -0.3; C: 9; D: 0.2
39: CC(=O)c1cccc(CN2CCN(Cc3ccc(C)o3)C(CCO)C2)c1 (stereo not given)
  A: 5; B: -1.3; C: -6; D: 0.3
40: COc1ccc(-c2nc3ccccc3c(=O)n2NCc2cccs2)cc1
  A: 24; B: -0.6; C: 5; D: -0.2
41: Cc1ccc(C(=O)NC(=S)NNC(=O)c2cccc([N+](=O)[O-])c2)cc1
  A: 10; B: -0.2; C: 10; D: 0.2
42: COc1cc(CN2CCN(Cc3cn(C)c4ccccc34)CC2CCO)cc(OC)c1 (stereo not given)
  A: 2; B: 0.8; C: 11; D: -0.1
43: N/C(=N\OC(=O)Cc1cccs1)c1cccnc1
  A: 4; B: 0.0; C: 4; D: 0.4
44: Cc1cc(C)nc(SCC(=O)Nc2ccc(S(=O)(=O)Nc3cc(C)on3)cc2)n1
  A: 1; B: 0.1; C: -7; D: -0.2
45: COc1ccc2o/c(=N\O)c(C(=O)Nc3ccc(C)cc3)cc2c1
  A: -7; B: 0.3; C: 7; D: 0.1

One compound at a time (already shown).
CCN1CCN(C(=O)c2sc3nc(C)nc(N4CCCCC4)c3c2C)CC1 is listed with TEAD-YAP block = 9; GPR151 activ = -0.5; MITF inh = -3; FBW7 act = 0.0
COc1ccc(S(=O)(=O)CCC(=O)Nc2ccc(Br)c(C)c2)cc1 is listed with TEAD-YAP block = 10; GPR151 activ = -1.3; MITF inh = 4; FBW7 act = 0.2

The list goes on:
Assay codes – A = TEAD-YAP block; B = GPR151 activ; C = MITF inh; D = FBW7 act
46: CCn1nc(C)c(CNC(=O)CC2C(=O)NCCN2Cc2ccc(F)cc2Cl)c1C (stereo not given)
  A: 5; B: -0.1; C: -5; D: -0.1
47: CCOC(=O)C1=C(C)N=c2s/c(=C/c3ccc(OC(C)=O)cc3)c(=O)n2C1c1ccc(C)cc1 (stereo not given)
  A: 7; B: 0.0; C: -1; D: -0.1
48: CC(=O)c1cccc(NC(=O)CN(c2ccccc2Br)S(C)(=O)=O)c1
  A: 13; B: 1.0; C: 0; D: 0.0
49: Cc1nn(C)cc1CN1CCCC(c2[nH]ncc2-c2ccc(F)cc2)C1 (stereo not given)
  A: 7; B: -1.2; C: 6; D: -0.3
50: Cc1ccc(C(=O)OCC(=O)c2c[nH]c3ccccc23)s1
  A: 3; B: -2.4; C: 0; D: -0.1
51: O=C(Nc1cccc(F)c1N1CCC2(CC1)OCCO2)c1ccc(Br)o1
  A: 0; B: -0.5; C: -14; D: 0.5
52: O=C(c1ncoc1-c1ccccc1)N(Cc1ccccn1)Cc1ccccn1
  A: 3; B: -0.8; C: 2; D: -0.1
53: N#Cc1c2n(c(=S)n(-c3ccccc3)c1=O)CCCCC2
  A: 6; B: -1.8; C: 3; D: 0.1
54: CCOCCCNC(=O)C(C)n1sc2ccccc2c1=O (stereo not given)
  A: -6; B: 0.3; C: 5; D: -0.1
55: NCCCC[C@@H]1NC(=O)[C@@H]2C[C@H](NCc3ccc(F)cc3F)CN2C1=O
  A: -7; B: 2.4; C: 3; D: -0.1
56: Cc1ccc2[nH]c(=O)c(CN(CCCO)S(=O)(=O)c3ccc(Cl)cc3)cc2c1
  A: -2; B: -0.3; C: 4; D: 0.1
57: O=C(Cn1nc(-c2ccccc2F)ccc1=O)NC1CC1
  A: 2; B: 0.6; C: -13; D: 0.1
58: N#Cc1ccc2c(c1)N(Cc1c(F)cccc1Cl)C(=O)C1CCCN21 (stereo not given)
  A: -1; B: -1.3; C: 7; D: 0.1
59: O=C(O)C1C2C=CC(C2)C1C(=O)Nc1ccc(C(=O)N2CCCCC2)c(Cl)c1 (stereo not given)
  A: 8; B: -2.2; C: 18; D: 0.3
60: O=C(CN1CCN(C(=O)c2nc3ccccc3s2)CC1)c1cccs1
  A: -48; B: -3.1; C: 2; D: -0.3
61: CCNc1nc(Oc2ccc(C(=O)OCC)cc2)nc(N(C)C)n1
  A: -2; B: 0.5; C: -13; D: 0.0
62: O=C(CSc1nc(-c2ccccc2)cn1-c1ccc(F)cc1)NCCc1ccccc1
  A: 14; B: -1.2; C: 16; D: -0.1
63: CC1=C(C(=O)OC(C)C)C(c2c(O)ccc3ccccc23)NC(=O)N1 (stereo not given)
  A: -2; B: -0.2; C: -2; D: -0.1
64: Cc1ccc(N(C(C)C(=O)N2CCN(C)CC2)S(C)(=O)=O)cc1 (stereo not given)
  A: 1; B: -1.3; C: 23; D: 0.1
65: COc1ccc(-c2csc(C)n2)cc1
  A: -16; B: -0.7; C: 4; D: 0.0
66: O=C(NCc1cccnc1)c1ccc2c(c1)NC(=O)C1CCCN21 (stereo not given)
  A: 3; B: -0.1; C: 3; D: -0.4
67: CCC(C)(C)NC(=O)C(c1cccnc1)N(C(=O)c1csnn1)c1ccc(Cl)cc1 (stereo not given)
  A: 5; B: -0.9; C: 19; D: 0.1
68: O=C(Nc1nnc(CCc2ccccc2)s1)c1ccc(F)cc1
  A: -7; B: -0.5; C: -8; D: -0.1
69: COC(=O)c1ccc(C(=O)Nc2cccc(-c3ccn[nH]3)c2)cc1
  A: 5; B: -1.3; C: 6; D: -0.2
70: O=[N+]([O-])c1ccc(C(O)CN2CCN(c3ccccc3)CC2)cc1 (stereo not given)
  A: 9; B: 0.3; C: 11; D: -0.1
71: CCOC(=O)c1sc2nc(SCC(=O)N(C)Cc3ccccc3)n(Cc3ccc(Cl)c(Cl)c3)c(=O)c2c1C
  A: -4; B: 0.6; C: 5; D: 0.1
72: c1ccc(Nc2nc(Nc3ccccc3)c3cn[nH]c3n2)cc1
  A: -77; B: 0.6; C: 14; D: 1.1
73: COc1cc(OC)cc(C(=O)NCc2nnc(SCC(=O)N3N=C(c4cccs4)CC3c3ccc(F)cc3)n2C)c1 (stereo not given)
  A: -3; B: 1.9; C: -2; D: -0.1
74: CC(=O)Nc1ccc(Nc2nc(NC3CCN(Cc4ccccc4)CC3)nc3nc[nH]c23)cc1
  A: -10; B: 3.1; C: 8; D: 0.2
75: NC(=O)c1ccc(Cl)c([N+](=O)[O-])c1
  A: -1; B: -2.1; C: 8; D: 0.7
76: O=C(CCc1nnc(CCC2CCCCC2)o1)NCCc1ccccn1
  A: -4; B: -0.6; C: -12; D: -0.1
